Screens as filed in PubChem.
PAFAH1B2 inh = PAFAH1B2 (human) inhibition. AID 492953. inhibition, % at 3.39 µM. recombinant PAFAH1B2, FP-rhodamine activity probe, fluorescence polarization. P68402. 340,000 compounds, 1.2% hits;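 active means inhibition above the mean of all tested compounds plus 3 SD, cut at about 24% in these data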;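 further: 0% = enzyme with DMSO and 100% = wells lacking PAFAH1B2; many of its hits are not listed in these tables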
PAFAH1B3 inh = PAFAH1B3 (human) inhibition. Q15102. recombinant PAFAH1B3, FP-rhodamine probe, fluorescence polarization. inhibition, % at 3.39 µM. 340,000 compounds, 0.28% hits;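 active means inhibition above the screen-wide average of all tested compounds plus 3 SD, cut at about 25% in these data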;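 further: 0% = enzyme with DMSO only and 100% = wells lacking PAFAH1B3 protein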
Target sequence (Q15102 whole entry, looked up): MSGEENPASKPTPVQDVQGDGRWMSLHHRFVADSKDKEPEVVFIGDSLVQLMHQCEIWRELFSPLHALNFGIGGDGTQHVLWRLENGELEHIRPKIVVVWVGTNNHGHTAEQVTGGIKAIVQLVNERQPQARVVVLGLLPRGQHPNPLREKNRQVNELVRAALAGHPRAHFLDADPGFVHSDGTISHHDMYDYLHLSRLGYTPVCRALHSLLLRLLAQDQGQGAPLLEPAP
LYPLA1 counter = counter-screen for PME1 inhibitors: inhibitors of human LYPLA1; recombinant LYPLA1, FP-Rh probe fluorescence polarization; inhibition, % at 5.9 µM; O75608; AID 2174; 320,000 compounds, 0.16% hits;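 active means inhibition above the mean of all tested compounds plus 3 SD, set per campaign, cut at about 14% in these data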;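 further: inhibitors block serine hydrolase probe labeling of LYPLA1 so polarization falls; 0% = enzyme with DMSO and 100% = wells lacking LYPLA1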
Target sequence (O75608 whole entry, looked up): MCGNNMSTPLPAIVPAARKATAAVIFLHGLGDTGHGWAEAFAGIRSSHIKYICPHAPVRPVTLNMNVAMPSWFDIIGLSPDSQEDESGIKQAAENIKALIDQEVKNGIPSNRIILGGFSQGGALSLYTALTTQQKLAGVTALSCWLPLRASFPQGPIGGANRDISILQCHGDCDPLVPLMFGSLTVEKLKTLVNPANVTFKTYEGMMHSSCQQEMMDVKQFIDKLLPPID
ZTA counter = ZTA (EBV) inhibition in EBNA-1 counter-screen. inhibition, % at 11 µM. ZTA-DNA binding, fluorescence polarization. P03206. 320,000 compounds, 0.15% hits; in the data active means inhibition above about 33%
EBNA-1 inhibitor = blocks EBNA-1 binding to DNA; EBNA-1 DNA binding, fluorescence polarization; AID 1950; inhibition, % at 14.8 µM; 300,000 compounds, 0.34% hits; in the data active means inhibition above about 28%
PREPL inhibitor = human PREPL enzyme inhibition; inhibition, % at 5.96 µM; AID 2751; recombinant PREPL, fluorescence polarization activity-based probe; Q4J6C6; 320,000 compounds, 0.68% hits; in the data active means inhibition above about 43%;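 further: 0% = enzyme with DMSO and 100% = wells lacking enzyme; many of its hits are not listed in these tables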
LYPLA2 counter = blocks human lysophospholipase 2, a PME1 counter-screen. O95372. recombinant LYPLA2, FP-Rh probe fluorescence polarization. inhibition, % at 5.9 µM. 320,000 compounds, 0.38% hits. AID 2177;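 active means inhibition above the screen-wide mean plus 3 SD, limit set per campaign, cut at about 26% in these data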;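 further: 0% = LYPLA2 with DMSO and 100% = wells lacking LYPLA2 enzyme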
PAFAH2 FP inh = inhibitors of human PAFAH2. Q99487. recombinant PAFAH2, FP-rhodamine activity probe, fluorescence polarization. inhibition, % at 3.39 µM. 340,000 compounds, 0.99% hits. AID 492956;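 active means inhibition above the mean over all tested compounds plus 3 SD, cut at about 30% in these data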;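 further: inhibitors block probe labeling of enzyme so polarization drops; 0% = enzyme with DMSO and 100% = wells lacking PAFAH2 protein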
pPAFAH FP inh = pPAFAH (human) enzyme inhibition | Q13093 | recombinant pPAFAH, FP-rhodamine probe fluorescence polarization | inhibition, % at 3.39 µM | 330,000 compounds, 1.5% hits;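 active means inhibition above the mean inhibition across the screen plus 3 SD, cut at about 25% in these data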;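 further: inhibitors block binding of the rhodamine activity-based probe so polarization drops; 0% = enzyme with DMSO and 100% = wells lacking pPAFAH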
Target sequence (Q13093 whole entry, looked up): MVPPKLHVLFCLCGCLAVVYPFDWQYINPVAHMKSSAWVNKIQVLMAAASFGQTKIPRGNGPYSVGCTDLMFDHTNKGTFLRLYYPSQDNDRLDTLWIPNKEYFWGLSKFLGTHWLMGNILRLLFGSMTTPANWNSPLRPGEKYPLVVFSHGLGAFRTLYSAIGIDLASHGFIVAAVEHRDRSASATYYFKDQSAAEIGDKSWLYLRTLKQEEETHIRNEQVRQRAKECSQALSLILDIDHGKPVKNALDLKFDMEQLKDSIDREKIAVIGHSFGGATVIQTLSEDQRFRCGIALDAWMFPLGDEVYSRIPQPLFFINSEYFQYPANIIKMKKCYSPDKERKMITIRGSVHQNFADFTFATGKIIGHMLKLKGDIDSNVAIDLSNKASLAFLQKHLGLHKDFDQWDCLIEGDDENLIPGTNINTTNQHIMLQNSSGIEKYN
An asterisk follows results filed as active; / = not tested or not shown.

SMILES | PAFAH1B2 inh | PAFAH1B3 inh | LYPLA1 counter | ZTA counter | EBNA-1 inhibitor | PREPL inhibitor | LYPLA2 counter | PAFAH2 FP inh | pPAFAH FP inh
O=C(COC(=O)c1ccc(F)cc1Cl)NC1CCS(=O)(=O)C1 (stereo unspecified) | 5 | 11 | 1 | 3 | / | 0 | 5 | -6 | 0
O=C(NCc1nnc(SCC(=O)N2CCOCC2)o1)c1cccs1 | -4 | 2 | 1 | 14 | 11 | 1 | 3 | 4 | 3
C/C(CC(=O)Nc1ccc(C)c(Cl)c1)=N\NC(=O)c1ccccn1 | 6 | 9 | 1 | -12 | -7 | -9 | -9 | 8 | 0
O=C(Cn1cncn1)NCc1ccc(Cl)cc1 | 3 | -4 | 1 | 4 | -3 | -5 | -2 | 4 | -5
COc1ccc(/C=C/C(=O)OCC(=O)NC2CCCC(C)C2C)cc1 (stereo unspecified) | 7 | -3 | / | / | / | 13 | / | 82* | 9
CCOc1c2ccc(C(=O)NCc3ccc(C)cc3)cc2nn1CC | 0 | 6 | -1 | -16 | 0 | -2 | 0 | 3 | 4
O=C1C=C(c2cccc(Cl)c2)C[C@@H](c2ccc(F)cc2)C1 | 3 | -3 | 0 | -6 | / | 18 | 0 | -6 | 15
CC1(C)CC(=O)C2=C(C1)N(CCN1CCOCC1)C1=C(C(=O)CC(C)(C)C1)C2c1ccc(Cl)c([N+](=O)[O-])c1 | -2 | 0 | 0 | -16 | -9 | 9 | 0 | -5 | 1
COc1ccc(CC(=O)OCC(=O)c2ccc(S(=O)(=O)N3CCCCC3)cc2)cc1 | 3 | 6 | 0 | 1 | / | 11 | 3 | -6 | 6
C/C(=N/NC(=O)c1cccs1)c1cccc(NC(=O)C2CC2)c1 | 0 | 1 | -5 | 5 | -10 | 2 | -7 | -3 | -3
Cc1ccccc1N1CCN(C2CCCN(C(=O)CCN3CCCCO3)C2)CC1 (stereo unspecified) | 0 | 3 | -3 | 19 | -1 | 24 | -3 | -1 | -12
Cc1ccc(S(=O)(=O)NC(=O)Nc2ccccc2)cc1 | -1 | 2 | 1 | -6 | -4 | 7 | -1 | 9 | -3
CCOC(=O)C1=C(C)NC(=S)NC1c1ccc(OCC(=O)N2CCCCCC2)c(OC)c1 (stereo unspecified) | 0 | 5 | -1 | 8 | -16 | 9 | 2 | 18 | -1
CCCc1nn(C)c2c1C(c1cccnc1)C(C#N)=C(N)O2 (stereo unspecified) | -1 | 16 | 2 | -11 | -8 | -1 | 29* | -1 | 1
C=CCn1cnc2c(nnn2-c2ccc(C)c(C)c2)c1=O | 0 | 3 | -3 | -6 | 3 | 7 | -2 | -3 | 4
CCOc1ccc(CN2CCN(C3CCSCC3)CC2CCO)cc1 (stereo unspecified) | 1 | 6 | -2 | -9 | 9 | 3 | -3 | 1 | 2
CC(OC(=O)C1CC(=O)N(Cc2ccccc2)C1)C(=O)Nc1cccc(C#N)c1 (stereo unspecified) | -4 | 6 | -3 | -9 | 11 | -4 | 2 | 0 | 2
O=C(CSC1=NCCN1)NC12CC3CC(CC(C3)C1)C2 | 17 | -1 | 2 | -9 | 6 | 1 | 6 | 2 | 0
O=C(Nc1ccc(C2=NCCN2)cc1)c1ccc(C(=O)Nc2ccc(C3=NCCN3)cc2)c([N+](=O)[O-])c1 | 2 | 5 | 2 | -19 | -6 | 45* | -5 | -3 | 8
COc1cccc(C2CC(C(F)(F)F)n3ncc(C(=O)NCc4ccco4)c3N2)c1 (stereo unspecified) | 3 | 4 | -7 | -4 | -10 | 11 | 1 | 2 | -5
CCOC(=O)C1CCN(C(=O)Cn2cnc3sc(C)c(S(=O)(=O)N4CCOCC4)c3c2=O)CC1 | 2 | 3 | -2 | -3 | -3 | 10 | 7 | -4 | 7
Clc1ccc(N2CCN(/N=C/c3ccncc3)CC2)cc1 | 27* | 1 | 1 | 4 | 6 | 12 | 2 | 4 | 5
CC1(C)Cc2cccc(Oc3cc(NN4CCCCC4)c([N+](=O)[O-])cc3[N+](=O)[O-])c2O1 | 0 | -3 | -4 | 4 | 5 | 8 | -3 | -6 | 1
CCN(CC)S(=O)(=O)c1ccc2c(c1)CC(C(=O)N1CCCC1)N2C(C)=O (stereo unspecified) | 3 | 7 | 0 | -13 | 6 | 9 | 1 | -5 | -1
CC(OC(=O)/C(C#N)=C/c1ccc(N(C)C)cc1)C(=O)NCc1ccco1 (stereo unspecified) | -17 | -42 | -15 | 1 | 11 | -26 | -52 | -42 | -6
COC(=O)Cn1cc(C(=O)C2CC2)c2ccccc21 | 1 | 7 | 3 | -7 | 2 | 11 | 5 | 7 | 4
COc1ccccc1NS(=O)(=O)c1cccc(C(=O)N(C)Cc2cccs2)c1 | 10 | 9 | 3 | 10 | 5 | 2 | -1 | 1 | 6
CCOc1ccc(CCNC(=O)Cc2ccc(NC3=NC4CS(=O)(=O)CC4S3)cc2)cc1OCC (stereo unspecified) | 1 | 10 | 2 | -10 | 10 | -1 | -6 | -4 | 1
COCCN(C(=O)c1snc(C(N)=O)c1N)C(C(=O)NC1CCCCC1)c1cc(OC)c(OC)c(OC)c1 (stereo unspecified) | 0 | 3 | 3 | 1 | 7 | -1 | 3 | 3 | 5
OCCCc1cn(-c2ccccc2)c2ccccc12 | 3 | 2 | -1 | -5 | -11 | 7 | 9 | -6 | 11

Profiles as entered above. Values in the order: PAFAH1B2 inh | PAFAH1B3 inh | LYPLA1 counter | ZTA counter | EBNA-1 inhibitor | PREPL inhibitor | LYPLA2 counter | PAFAH2 FP inh | pPAFAH FP inh
CC1(C)CC(=O)C2=C(C1)N(CCN1CCOCC1)C1=C(C(=O)CC(C)(C)C1)C2c1ccc(Cl)c([N+](=O)[O-])c1 reads -2 | 0 | 0 | -16 | -9 | 9 | 0 | -5 | 1
COc1ccccc1NS(=O)(=O)c1cccc(C(=O)N(C)Cc2cccs2)c1 reads 10 | 9 | 3 | 10 | 5 | 2 | -1 | 1 | 6
COc1ccc(CC(=O)OCC(=O)c2ccc(S(=O)(=O)N3CCCCC3)cc2)cc1 reads 3 | 6 | 0 | 1 | / | 11 | 3 | -6 | 6
Cc1ccccc1N1CCN(C2CCCN(C(=O)CCN3CCCCO3)C2)CC1 (stereo unspecified) reads 0 | 3 | -3 | 19 | -1 | 24 | -3 | -1 | -12
COCCN(C(=O)c1snc(C(N)=O)c1N)C(C(=O)NC1CCCCC1)c1cc(OC)c(OC)c(OC)c1 (stereo unspecified) reads 0 | 3 | 3 | 1 | 7 | -1 | 3 | 3 | 5

Further results
SMILES | PAFAH1B2 inh | PAFAH1B3 inh | LYPLA1 counter | ZTA counter | EBNA-1 inhibitor | PREPL inhibitor | LYPLA2 counter | PAFAH2 FP inh | pPAFAH FP inh
C[C@@]12C(=O)N(Cc3ccco3)CC(=O)N1[C@H]1c3cc(Cl)ccc3OC[C@@H]1[C@@H]2c1ccccc1 | 6 | -9 | / | / | / | 12 | / | 4 | 3
Cn1c(=O)c2ncn(CC(=O)Nc3ccc(N4CCOCC4)cc3)c2n(C)c1=O | 0 | 11 | 4 | 11 | 4 | 5 | 6 | -3 | 4
Cn1c(=O)c2c(nc(N3CCNCC3)n2Cc2ccccc2Cl)n(C)c1=O | 4 | 7 | 5 | 14 | 9 | 20 | 2 | 0 | 2
O=C(NCn1cnccc1=O)c1ccccc1 | 2 | -8 | -1 | 6 | 8 | 1 | -3 | 0 | 0
COc1ccccc1-n1c(SCC(=O)O)nc2c(sc(=S)n2-c2ccc(C)c(C)c2)c1=O | 1 | 2 | -3 | 1 | 11 | 12 | 4 | 14 | 5
Cc1cc(C(=O)CN2C(=O)c3ccccc3S2(=O)=O)c(C)n1-c1ccccc1 | 2 | 1 | -3 | 1 | 6 | -7 | 9 | -3 | 8
Cc1[nH]n(-c2ccccc2)c(=O)c1C(C[N+](=O)[O-])c1ccc(Cl)cc1 (stereo unspecified) | 17 | 4 | 2 | -4 | 3 | -4 | 2 | 2 | 5
CCOc1ccc(C(=O)NC(C)C2COc3ccccc3O2)cc1 (stereo unspecified) | 4 | -1 | -1 | -6 | -8 | -53 | 3 | 2 | -1
CCOc1ccccc1NC(=O)CCC(=O)O | 0 | 6 | 1 | 2 | -8 | -5 | -3 | 1 | -2
CCOC(=O)C1(Cc2cccc(Cl)c2)CCCN(C(=O)c2ccc(C)nc2)C1 (stereo unspecified) | 8 | 10 | 0 | 4 | -9 | 8 | 1 | 4 | 2
COc1ccccc1C(=O)COC(=O)C1(C)CC1(Cl)Cl (stereo unspecified) | 4 | 10 | / | / | / | -2 | / | 2 | 5
Cc1c(O)nc(SCC(=O)Nc2ccc3c4c(cccc24)CC3)n(-c2ccccc2)c1=O | 9 | 9 | -1 | -12 | 15 | 14 | 5 | 4 | 14
COc1ccc(C2C(C(C)=O)=C(O)C(=O)N2c2ccc(Br)cn2)cc1 (stereo unspecified) | 4 | 2 | -1 | 4 | 0 | -2 | -3 | 10 | 0
N#Cc1ccc2ccn(CC(=O)N3CCCc4ccccc43)c2c1 | 0 | -10 | -1 | -9 | -10 | 1 | 4 | -2 | 2
COc1ccc(/C=C(/NC(=O)c2ccc(Br)cc2)C(=O)N2CCOCC2)cc1 | -2 | 10 | 0 | 4 | 3 | 14 | 2 | 1 | -3

Fetched one by one from above, 4 records:
SMILES | PAFAH1B2 inh | PAFAH1B3 inh | LYPLA1 counter | ZTA counter | EBNA-1 inhibitor | PREPL inhibitor | LYPLA2 counter | PAFAH2 FP inh | pPAFAH FP inh
O=C1C=C(c2cccc(Cl)c2)C[C@@H](c2ccc(F)cc2)C1 | 3 | -3 | 0 | -6 | / | 18 | 0 | -6 | 15
COc1ccc(C2C(C(C)=O)=C(O)C(=O)N2c2ccc(Br)cn2)cc1 (stereo unspecified) | 4 | 2 | -1 | 4 | 0 | -2 | -3 | 10 | 0
Cc1c(O)nc(SCC(=O)Nc2ccc3c4c(cccc24)CC3)n(-c2ccccc2)c1=O | 9 | 9 | -1 | -12 | 15 | 14 | 5 | 4 | 14
O=C(NCc1nnc(SCC(=O)N2CCOCC2)o1)c1cccs1 | -4 | 2 | 1 | 14 | 11 | 1 | 3 | 4 | 3

Next part
SMILES | PAFAH1B2 inh | PAFAH1B3 inh | LYPLA1 counter | ZTA counter | EBNA-1 inhibitor | PREPL inhibitor | LYPLA2 counter | PAFAH2 FP inh | pPAFAH FP inh
CCCCCC(=O)NCc1c(C(F)(F)F)nn(C)c1N1CCOCC1 | 1 | 5 | 1 | -7 | -5 | 16 | 3 | 3 | -5
CC(C)(C)[C@H]1C=C(C(N)=O)O[C@@H](OCCCCO)C1 | -2 | 4 | 1 | -14 | 3 | 7 | 1 | -5 | 2
Cc1cc(NC(=O)C2CC(c3ccc(F)cc3)=NO2)n(-c2ccccc2)n1 (stereo unspecified) | 4 | -1 | 3 | -8 | -9 | -24 | 6 | 5 | 6
O=C(/C=C/c1ccco1)Nc1cccnc1Cl | -4 | 0 | -2 | -1 | 3 | 3 | 1 | 1 | 5
COc1ccc2nc(SCC(=O)NC3CC3)c(C#N)cc2c1 | 6 | 13 | -6 | -5 | -15 | -3 | -11 | 0 | -11
Cc1ccc(CSCCNC(=O)/C=C/c2ccccc2Cl)cc1 | 3 | 0 | -14 | -2 | -1 | -22 | -19 | 2 | -1

Some of the compounds tested, so the mix of outcomes need not match the whole.
